High-throughput results (PubChem)
BLM helicase inh = qHTS Assay for Inhibitors of Bloom's syndrome helicase (BLM) | Potency, µM (titrated, usually from 56.1 µM), for the others: top-dose activity change, negative = inhibition, actives largely listed as inhibitors | recombinant BLM DNA unwinding, fluorescence dequenching | RecQ-like DNA helicase BLM (Homo sapiens), P54132 | 350,000 compounds, 0.2% hits | AID 2528, 2010;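 note: plate controls were vehicle for no effect and no enzyme for full effect; nearly all actives have a fitted effect of over 35% in size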
Pol kappa inh = qHTS for Inhibitors of Polymerase Kappa; 400,000 compounds, 0.53% hits; DNA polymerase kappa (Homo sapiens), Q9UBT6; purified Pol kappa, fluorescent DNA synthesis assay, 10 min; Potency, µM (top dose mostly 107 µM), for inactives: top-dose activity, negative = inhibition, usual class: inhibitors
Target sequence (Q9UBT6 whole entry, looked up): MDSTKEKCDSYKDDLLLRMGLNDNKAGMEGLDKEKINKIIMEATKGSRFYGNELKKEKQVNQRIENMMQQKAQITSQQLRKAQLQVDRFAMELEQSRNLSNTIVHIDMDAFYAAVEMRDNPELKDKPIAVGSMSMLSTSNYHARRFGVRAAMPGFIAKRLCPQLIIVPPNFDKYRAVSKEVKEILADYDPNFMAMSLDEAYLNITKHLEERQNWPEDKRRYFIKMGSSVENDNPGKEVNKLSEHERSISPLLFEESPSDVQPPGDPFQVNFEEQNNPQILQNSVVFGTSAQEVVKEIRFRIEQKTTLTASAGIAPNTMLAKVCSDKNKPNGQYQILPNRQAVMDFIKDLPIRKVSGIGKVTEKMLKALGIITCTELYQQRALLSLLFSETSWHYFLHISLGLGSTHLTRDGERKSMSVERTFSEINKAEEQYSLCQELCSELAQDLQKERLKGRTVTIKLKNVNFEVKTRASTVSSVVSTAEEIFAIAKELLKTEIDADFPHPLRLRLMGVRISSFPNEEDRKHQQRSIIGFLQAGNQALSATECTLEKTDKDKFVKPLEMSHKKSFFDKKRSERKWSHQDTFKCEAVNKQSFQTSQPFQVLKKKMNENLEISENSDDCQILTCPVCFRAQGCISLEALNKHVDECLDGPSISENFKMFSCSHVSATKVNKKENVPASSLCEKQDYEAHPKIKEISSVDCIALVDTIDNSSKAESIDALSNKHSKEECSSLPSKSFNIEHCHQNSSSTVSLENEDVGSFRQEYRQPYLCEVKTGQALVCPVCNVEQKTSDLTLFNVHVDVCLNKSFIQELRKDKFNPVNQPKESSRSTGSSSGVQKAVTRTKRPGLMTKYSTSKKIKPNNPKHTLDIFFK
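10 nM Pol kappa preincubated 15 min at room temperature with compounds, then reaction started with substrate at 50 nM final. Fluorescence read kinetically at 0 and 10 min; buffer-only wells served as negative control.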
Pol eta inh = qHTS for Inhibitors of Polymerase Eta; AID 588591, 2011; 390,000 compounds, 1.2% hits; recombinant Pol eta, fluorescent DNA replication assay; Potency, µM (highest dose often 114 µM), without a hit: at the highest dose activity change, negative = inhibition, usual class: inhibitors; DNA polymerase eta (Homo sapiens), Q9Y253
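Pol eta at 10 nM preincubated with compounds 15 min at room temperature; reaction started with fluorescent substrate (50 nM final) and read kinetically at 0 and 10 min.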
APE1 inh = qHTS Assay for Inhibitors of the Human Apurinic/apyrimidinic Endonuclease 1 (APE1). DNA repair nuclease/redox regulator APEX1 (Homo sapiens), P27695. recombinant APE1, TAMRA/BHQ-2 abasic DNA cleavage fluorescence. Potency, µM (top dose mostly 65.8 µM), for inactives: at the top dose activity change, negative = inhibition, most hits filed as inhibitors. 350,000 compounds, 0.35% hits. AID 2517, 2012;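 note: plate controls were vehicle for no effect and reference inhibitor for full effect; nearly all actives have a fitted effect of over 55% in size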
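0.75 nM APE1 + cpd, 15 min RT; start w/ 50 nM TAMRA/BHQ-2 THF-abasic dsDNA; kinetic fluor 525/598 nm ×3 reads @60 s; Δ(read3−read1); normalized to DMSO and NSC13755 control wells.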
Active calls of the source: *; ? = inconclusive; · = no result given; & = joins results of further samples; [ ] = dose if it differs, or a comment. Calls come from the whole dose curve; as a rule, active = well fitted curve in the direction sought with a large enough effect; inconclusive = small, poorly fitted or top-dose-only effect, or another doubt; inactive = no such curve, though single readings can be large; an effect the other way counts as inactive or inconclusive. Unless noted, % is set by controls: 0 for no effect and ±100 for the full control effect; potency is the fitted concentration of half-maximal effect.

1	CS(=O)(=O)c1ccc(C2=C(CNC(=O)c3cccs3)[C@H]3CC[C@@H](C2)N3Cc2ccccc2)cc1
2	CS(=O)(=O)c1ccc(C2=C(CNC(=O)c3ccncc3)[C@H]3CC[C@@H](C2)N3Cc2ccco2)cc1
3	C[C@]12CC[C@@H](O)CC1=CC(=O)C1C2CC[C@]2(C)C(=O)[C@H](O)CC12 (some centres not stated)
4	O=C(NCC1=C(c2ccc3ccccc3c2)C[C@@H]2CC[C@H]1N2Cc1ccco1)c1ccncc1
5	O=C(Nc1cccc2ccccc12)N1Cc2ccccc2-n2nncc2C1
6	C[C@@H]1CN([C@H](C)CO)C(=O)CCCn2cc(nn2)CO[C@H]1CN(C)C(=O)Oc1cccc2ccccc12
7	C[C@H](CO)N1C[C@H](C)[C@@H](CN(C)C(=O)Oc2ccc3ccccc3c2)OCc2cnnn2CCCC1=O
8	COCCNC(=S)N1Cc2ccccc2-n2nncc2C1

entry no.	1	2	3	4	5	6	7	8
Pol eta inh	-1%	-16%	-8%	-12%	-17%	-15%	-10%	-5%
BLM helicase inh	·	·	·	·	·	·	·	·
Pol kappa inh	·	·	·	·	·	·	·	·
APE1 inh	·	·	·	·	·	·	·	·

9	C[C@@H]1CN([C@@H](C)CO)C(=O)CCCn2cc(nn2)CO[C@H]1CN(C)C(=O)Oc1ccc2ccccc2c1
10	COC(=O)C1=C(c2ccc(OCc3ccccc3)cc2)C[C@@H]2CC[C@H]1N2C(=O)NCc1cccc(F)c1
11	CC1=CP(=O)(Oc2ccc([N+](=O)[O-])cc2)CC1 (configuration not stated)
12	O=C(Nc1cc(Cl)cc(Cl)c1)N1Cc2ccccc2-n2nncc2C1
13	N#Cc1ccc(CN2Cc3ccccc3-n3nncc3C2)cc1
14	Cc1ccc(OC(=O)N(C)C[C@H]2OCc3cnnn3CCCC(=O)N([C@H](C)CO)C[C@@H]2C)cc1
15	Cc1ncoc1C(=O)NCC1=C(c2ccc(S(C)(=O)=O)cc2)C[C@@H]2CC[C@H]1N2Cc1ccco1
16	CC(C)CN1Cc2ccccc2-n2nncc2C1

entry no.	9	10	11	12	13	14	15	16
Pol eta inh	3%	-19%	-3%	-28%	-15%	-2%	-17%	-13%
BLM helicase inh	·	·	·	·	·	·	·	·
Pol kappa inh	·	·	·	·	·	·	·	·
APE1 inh	·	·	·	·	·	·	·	·

17	Cc1ccc(OC(=O)N(C)C[C@@H]2OCc3cnnn3CCCC(=O)N([C@H](C)CO)C[C@H]2C)cc1
18	Cc1cc(C)c(NC2=NCCS2)cc1C
19	CCN1C(=O)CC(=O)N(CC)C1=S
20	COc1ccc(OC(=O)N(C)C[C@@H]2OCc3ccccc3-c3c(n(C)c4ccccc34)C(=O)N([C@H](C)CO)C[C@@H]2C)cc1
21	C1=NCCCN2CCCCC12 (configuration not stated)
22	COc1ccc(S(=O)(=O)N2Cc3ccccc3-n3nncc3C2)cc1
23	Cc1cc(C)c(C)c(C(O)(C(=O)O)c2ccccc2)c1 (configuration not stated)
24	COc1ccccc1CNCCc1cccc(Cl)c1

entry no.	17	18	19	20	21	22	23	24
Pol eta inh	-16%	0%	-6%	-20%	-8%	-16%	1%	-5%
BLM helicase inh	·	·	·	·	·	·	·	·
Pol kappa inh	·	·	·	·	·	·	·	·
APE1 inh	·	·	·	·	·	·	·	·

Compounds 10 to 24, reprinted for reference:
10	COC(=O)C1=C(c2ccc(OCc3ccccc3)cc2)C[C@@H]2CC[C@H]1N2C(=O)NCc1cccc(F)c1
11	CC1=CP(=O)(Oc2ccc([N+](=O)[O-])cc2)CC1 (configuration not stated)
12	O=C(Nc1cc(Cl)cc(Cl)c1)N1Cc2ccccc2-n2nncc2C1
13	N#Cc1ccc(CN2Cc3ccccc3-n3nncc3C2)cc1
14	Cc1ccc(OC(=O)N(C)C[C@H]2OCc3cnnn3CCCC(=O)N([C@H](C)CO)C[C@@H]2C)cc1
15	Cc1ncoc1C(=O)NCC1=C(c2ccc(S(C)(=O)=O)cc2)C[C@@H]2CC[C@H]1N2Cc1ccco1
16	CC(C)CN1Cc2ccccc2-n2nncc2C1
17	Cc1ccc(OC(=O)N(C)C[C@@H]2OCc3cnnn3CCCC(=O)N([C@H](C)CO)C[C@H]2C)cc1
18	Cc1cc(C)c(NC2=NCCS2)cc1C
19	CCN1C(=O)CC(=O)N(CC)C1=S

entry no.	10	11	12	13	14	15	16	17	18	19
Pol eta inh	-19%	-3%	-28%	-15%	-2%	-17%	-13%	-16%	0%	-6%
BLM helicase inh	·	·	·	·	·	·	·	·	·	·
Pol kappa inh	·	·	·	·	·	·	·	·	·	·
APE1 inh	·	·	·	·	·	·	·	·	·	·

20	COc1ccc(OC(=O)N(C)C[C@@H]2OCc3ccccc3-c3c(n(C)c4ccccc34)C(=O)N([C@H](C)CO)C[C@@H]2C)cc1
21	C1=NCCCN2CCCCC12 (configuration not stated)
22	COc1ccc(S(=O)(=O)N2Cc3ccccc3-n3nncc3C2)cc1
23	Cc1cc(C)c(C)c(C(O)(C(=O)O)c2ccccc2)c1 (configuration not stated)
24	COc1ccccc1CNCCc1cccc(Cl)c1

entry no.	20	21	22	23	24
Pol eta inh	-20%	-8%	-16%	1%	-5%
BLM helicase inh	·	·	·	·	·
Pol kappa inh	·	·	·	·	·
APE1 inh	·	·	·	·	·

Carrying on:
25	NN=C1C(Cl)=C(Cl)C(Cl)=C1Cl
26	O=S(=O)(c1cccc(C(F)(F)F)c1)N1Cc2ccccc2-n2nncc2C1
27	CN(c1ccc(O)cc1)c1ccc([N+](=O)[O-])c2nonc12
28	c1ccc(CN2Cc3ccccc3-n3nncc3C2)cc1
29	C[C@H]1CN([C@@H](C)CO)C(=O)CCCn2nncc2CO[C@H]1CN(C)C(=O)Oc1ccccc1
30	CC(C)(C)NC(=S)N1Cc2ccccc2-n2nncc2C1
31	Cc1ccc(-n2c(=S)[nH]c3ccccc3c2=O)cc1C
32	COC(=O)C1=C(c2ccc(OCc3ccccc3)cc2)C[C@@H]2CC[C@H]1N2C(=O)NCCCCc1ccccc1

entry no.	25	26	27	28	29	30	31	32
Pol eta inh	?	-12%	-22%	-5%	-7%	2%	-3%	-6%
BLM helicase inh	·	·	·	·	·	·	·	·
Pol kappa inh	·	·	·	·	·	·	·	·
APE1 inh	·	·	·	·	·	·	·	·

33	COc1ccc(OC(=O)N(C)C[C@H]2OCc3cnnn3CCCC(=O)N([C@@H](C)CO)C[C@H]2C)cc1
34	CN1C[C@H](C(=O)N[C@]2(C)O[C@@]3(O)[C@H]4CCCN4C(=O)[C@H](Cc4ccccc4)N3C2=O)C[C@H]2c3cccc4[nH]cc(c34)C[C@@H]21
35	C[C@@]12CCC(O)C[C@H]1CCC1C2CC[C@]2(C)C(=O)CCC12 (some centres not stated)
36	CCCC(=O)O[C@@H]1[C@@H](C)[C@@]2(O)[C@@H](C=C(CO)C[C@]3(O)C(=O)C(C)=C[C@@H]23)[C@@H]2C(C)(C)[C@]12OC(=O)CCC
37	CCCOc1ccc2[nH]cc(C3=CCNCC3)c2n1
38	C[C@@]12CCC3C(CC[C@@H]4CC(O)CC[C@@]34C)C1CCC2O (some centres not stated)
39	CC1(C)C(=O)[C@@H]2OC2[C@@]2(C)C1CC(O)[C@]1(C)C2CC[C@@]2(C)C(c3ccoc3)OC(=O)C3OC312 (some centres not stated)
40	O=C1C=C2C=C[C@@H]3C[C@@]2(O1)[C@H]1CCCCN31

entry no.	33	34	35	36	37	38	39	40
Pol eta inh	-16%	·	·	·	·	·	·	·
BLM helicase inh	·	-15%	-1%	1%	-2%	2%	0%	-1%&-1%
Pol kappa inh	·	-7%[19.4 µM]	-3%[60.1 µM]	-11%[60.1 µM]	-13%[19.4 µM]	3%[60.1 µM]	-11%[60.1 µM]	-2%[60.1 µM]
APE1 inh	·	-8%	2%	17%	-3%	-2%	-1%	-4%&9%&-3%

41	O=C(O)CCC(CP(=O)(O)O)C(=O)O (configuration not stated)
42	Cc1cc(SCc2sc(-c3ccc(C(F)(F)F)c(F)c3)nc2C)ccc1OCC(=O)O
43	O=C1NC(=O)C(=O)C(=O)N1
44	N[C@@H](Cn1ccc(=O)n(Cc2ccc(C(=O)O)cc2)c1=O)C(=O)O
45	O=C1Nc2cc(Cl)c(Cl)cc2N2CCNC[C@H]12
46	CN(C(=O)Cc1ccc(Cl)c(Cl)c1)[C@H](CN1CCCC1)c1cccc(N=C=S)c1
47	C[N+](C)(C)CCCl
48	CCOP(=O)(OCC)Oc1ccc2ccc(=O)oc2c1

entry no.	41	42	43	44	45	46	47	48
Pol eta inh	·	·	·	·	·	·	·	·
BLM helicase inh	0%	-17%&-18%	?	1%	24%	7%	-1%	4%
Pol kappa inh	11%[60.1 µM]	?	4%[60.1 µM]	-8%[19.4 µM]	-7%[19.4 µM]	-10%[19.4 µM]	9%[60.1 µM]	-12%[12 µM]
APE1 inh	-1%	-3%&-10%	-16%	6%	-7%	-8%	0%	12%

49	CC1=C(O)C(=O)[C@H]2O[C@@H]2C1=O
50	OC(c1ccc(Cl)cc1)(c1cncnc1)c1ccccc1Cl (configuration not stated)
51	COC1(CS(=O)c2ccccc2)CCN(CCc2c[nH]c3ccc(F)cc23)CC1 (configuration not stated)
52	CC(=O)O[C@H]1C2[C@@H](OC(=O)Cc3ccccc3)[C@@H](C)C[C@]2(OC(C)=O)C(=O)/C(C)=C/[C@@H]2[C@H](CC[C@@]13CO3)C2(C)C (some centres not stated)
53	CCC1COC(Cn2cncn2)(c2ccc(Cl)cc2Cl)O1 (configuration not stated)
54	CC(C)NC[C@H](O)c1ccc(N)c(C#N)c1
55	COC1(C)CC(c2ccccc2)c2c(c3ccccc3oc2=O)O1 (configuration not stated)
56	CC(C)(C)OC(=O)C(Br)CCBr (configuration not stated)
57	CC(C)(C)NC[C@@H](O)COc1cccc2[nH]c(C#N)cc12
58	COc1c(CC=C(C)C)c2c(c3oc(=O)c(-c4ccc(O)cc4)c(O)c13)C=CC(C)(C)O2
59	CN1C(=O)[C@]23CC4=CC=C[C@H](O)[C@H]4N2C(=O)[C@@]1(CO)SS3

entry no.	49	50	51	52	53	54	55	56	57	58	59
Pol eta inh	·	·	·	·	·	·	·	·	·	·	·
BLM helicase inh	-1%	-4%	37%[activator]	-12%	-15%	1%	-3%	-3%	37%[activator]	0%	-2%
Pol kappa inh	?	11%[60.1 µM]	-8%[19.4 µM]	1%[60.1 µM]	-19%[60.1 µM]	-10%[19.4 µM]	-2%[60.1 µM]	12%[60.1 µM]	-11%[19.4 µM]	?	3%[60.1 µM]
APE1 inh	?	-1%	0%	-2%	-1%	-11%	-1%	-1%	?	-2%	-2%

Not all compounds are listed. The share of hits here may be higher or lower than overall.
